NTR1 agonist – NTR1-driven beta-arrestin-GFP spot formation – imaging, U2OS cells, high content, primary screen (AID 493036); agonist mode; P30989; activation, % at 20 µM; hit rate 0.17% among 330,000;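 active means activation at or above 40% of the spot to cytoplasm intensity ratio, with at least 20 cells analyzed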;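 further: 0% = DMSO without peptide and 100% = 100 nM NTR1 peptide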
Target sequence (P30989 whole entry, looked up): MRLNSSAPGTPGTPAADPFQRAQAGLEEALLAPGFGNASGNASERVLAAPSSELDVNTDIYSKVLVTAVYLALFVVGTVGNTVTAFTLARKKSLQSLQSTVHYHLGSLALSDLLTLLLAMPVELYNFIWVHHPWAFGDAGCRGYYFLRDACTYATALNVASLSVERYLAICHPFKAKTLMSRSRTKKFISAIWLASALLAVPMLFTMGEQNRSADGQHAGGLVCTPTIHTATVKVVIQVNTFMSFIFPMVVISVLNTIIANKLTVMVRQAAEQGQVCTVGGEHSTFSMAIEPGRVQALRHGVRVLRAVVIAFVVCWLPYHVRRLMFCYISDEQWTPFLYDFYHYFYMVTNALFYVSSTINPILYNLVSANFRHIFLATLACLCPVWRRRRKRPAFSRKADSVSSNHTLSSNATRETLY
MgcRacGAP inhibition – MgcRacGAP GTPase-activating activity inhibitors, confirmation, biochemical, ADP Hunter fluorescence; MgcRacGAP-stimulated Rac1 GTP hydrolysis, ADP Hunter fluorescence; higher % means a stronger effect; GST-tagged Rac1 F28L mutant substrate; inhibition, % at 30 µM; hits with a dose series show IC50 in µM; hit rate 0.6% among 340,000;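 active means first-screen hits whose inhibition reached a set limit at any dose in the follow-up dose series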;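 further: fluorescence reports GDP produced by GAP-driven GTP hydrolysis; strong numbers were not always called active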
UTI89 phage lysis – inhibition of K1F phage lysis, E. coli UTI89, bacterial capsule biogenesis inhibitors, alamar blue (AID 488966) | E. coli UTI89 K1F phage lysis, alamar blue, 2 h; higher % means a stronger effect | inhibition, % at 100 µM, or IC50 in µM where a hit was titrated | hit rate 0.02% among 340,000;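 active means phage lysis inhibition, versus mean bacterial control, above a set limit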;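 further: capsule biogenesis inhibitors block K1F phage lysis so surviving cells raise fluorescence; higher fluorescence means more inhibition of phage lysis; actives were called in the ten point dose series up to 300 µM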
NTR1 agonist cell count 20 µM – recorded beside NTR1 agonist, whose call it bears; cell count; measured here: cell count, cytotoxicity flag
* = called active by the depositor; [ ] = remark or other dose. Only part of the results is shown; rates above refer to the full screens.

Value order – NTR1 agonist, NTR1 agonist cell count 20 µM, MgcRacGAP inhibition, UTI89 phage lysis
1. CC1CCCC(C)N1C(=O)COC(=O)/C=C/c1ccc(Br)o1 (stereo not given)
    -2.2, 69, 15.4%, 0.4%[50 µM]
2. Cc1cc(C)cc(OCC(=O)N(Cc2ccco2)c2c(N)n(Cc3ccccc3)c(=O)[nH]c2=O)c1
    0.3, 58, 6.3%, 0.2%[50 µM]
3. CN(NC(=O)Nc1ccc(Cl)cc1)c1ncc(C(F)(F)F)cc1Cl
    1.7, 61, 7.2%, -0.2%
4. Cc1ccc(Cn2c(CCNc3nc(-c4ccc(Cl)c([N+](=O)[O-])c4)cs3)nc3cc(Cl)c(Cl)cc32)cc1
    -1.2, 86, 7.5%, 1.3%
5. NC(Cc1c[nH]c2ccccc12)C(=O)Nc1ccccc1 (stereo not given)
    16.2, 121, 4.7%, -3.6%
6. O=C(c1ccc(-c2cccc([N+](=O)[O-])c2)o1)N1CCN(c2ccc([N+](=O)[O-])cc2)CC1
    -0.1, 63, 3.2%, 0.1%[50 µM]
7. CC1CCCCC12NC(=O)N(CC(=O)N1CCN(Cc3ccc(C#N)cc3)CC1)C2=O (stereo not given)
    0.5, 66, -1.8%, 1.3%[50 µM]
8. COc1ccccc1CNC(=O)CCNC(=O)c1ccco1
    -1.8, 45, 2.6%, 2.6%[50 µM]
9. Cn1nc(C(=O)Nc2cccc(S(=O)(=O)N3CCOCC3)c2)c2ccccc2c1=O
    1.9, 62, 4.2%, 0.8%[50 µM]
10. COc1ccc([C@@H]2CC=C(C(=O)O)CN2S(=O)(=O)c2ccc(C)cc2)cc1OC
    -3.3, 75, 7.4%, 1.4%
11. CC1CN(C(=O)c2cc3ccccc3cc2O)CC(C)O1 (stereo not given)
    0.2, 64, 9.7%, 1.2%[50 µM]
12. CC(Sc1nnc(-c2ccco2)n1C)C(=O)N(C)C1CCCCC1 (stereo not given)
    0.5, 59, 13.8%, 1.0%[50 µM]
13. Cc1ccc(S(=O)(=O)CCC(=O)OCC(=O)Nc2ccc(N3CCOCC3)cc2)cc1
    -0.5, 63, 3.7%, -0.3%
14. COc1ccc(NC(=O)CN(C)C(=O)c2cccc(S(=O)(=O)Nc3ccc(F)cc3)c2)cc1
    2.3, 64, 2.2%, 0.4%[50 µM]
15. O=C(CSc1nnnn1C1CC1)N1CCN(c2cccc(Cl)c2)CC1
    -1.6, 84, 6.1%, 0.2%[50 µM]
16. NC(=O)C1=C[C@@H](C2CCCCC2)C[C@@H](OCc2ccc(CO)cc2)O1
    0.2, 76, 10.5%, -0.6%
17. Cc1csc(NC(=O)Cc2ccc(Cl)cc2)n1
    -1.3, 69, 6.5%, 1.0%
18. CC[C@@]12C(=O)N(c3cccc(Br)c3)C(=O)N1[C@H](c1ccc(OC)cc1)[C@@H]1C(=O)N(C(C)(C)C)C(=O)[C@@H]12
    0.6, 104, 3.7%, 1.1%
19. CCOC(=O)CN1C(=O)N[C@@H](c2ccccc2)[C@H](C(C)=O)[C@H]1C
    -4.4, 77, 2.3%, 0.5%
20. O=C(Nc1ccccn1)c1ccc(S(=O)(=O)N2CCCCC2)cc1
    -1.1, 41, -0.4%, 0.3%[50 µM]
21. COc1ccccc1NS(=O)(=O)c1cc(C(=O)NCc2ccncc2)ccc1C
    0.9, 55, 9.9%, 0.8%[50 µM]
22. Cc1ccc(S(=O)(=O)N[C@H](C(=O)OCC(=O)NC(=O)NCc2ccco2)C(C)C)cc1
    -0.2, 48, 3.0%, 4.3%
23. C=CCn1c(SCC(=O)Nc2cccc(S(=O)(=O)N(C)c3ccccc3)c2)nnc1C1CC1
    1.3, 66, 5.0%, -0.1%[50 µM]
24. CC(C)CN(C(=O)c1cc([N+](=O)[O-])cc([N+](=O)[O-])c1)C1CCS(=O)(=O)C1 (stereo not given)
    0.2, 59, 6.0%, -0.3%[50 µM]
25. CC(C)(C)CNC(=O)[C@]1(C)CCC[C@@]2(C)C3CC[C@@]4(C)C[C@]3(CCC21)CC4=O (stereo not given in full)
    2.2, 53, 7.3%, 0.2%
26. CC1CN(S(=O)(=O)c2cccc(C(=O)N(Cc3nnc(-c4ccccc4Cl)o3)C3CC3)c2)CC(C)O1 (stereo not given)
    0.4, 72, 8.2%, -0.1%[50 µM]
27. CCN(C(=O)COC(=O)CCC(=O)c1ccccc1)c1c(N)n(Cc2ccccc2)c(=O)[nH]c1=O
    -1.9, 73, 2.3%, 1.0%[50 µM]
28. CN(C(=S)NC(=O)C12CC3CC(CC(C3)C1)C2)c1ccc(O)cc1
    2.4, 52, 22.5%, 0.4%[50 µM]
29. COc1ccc(C(=O)OCC(=O)c2ccc(F)cc2)cc1OC
    -2.4, 55, 2.9%, 0.1%
30. C[C@@H]1CN([C@@H](C)CO)C(=O)c2cc(NC(=O)Nc3ccc(F)cc3)ccc2O[C@@H]1CN(C)Cc1ccc(Oc2ccccc2)cc1
    18.0, 62, 3.0%, 0.5%
31. C=C1C[C@H]2[C@@H]3CCc4cc(OC)ccc4[C@H]3CC[C@]12C
    0.0, 71, -1.7%, 0.3%
32. NC(=O)NC(=O)C(c1ccccc1)N1CCN(S(=O)(=O)c2ccc(Br)s2)CC1 (stereo not given)
    30.2, 64, 7.0%, 0.1%[50 µM]
33. CC1Cc2ccccc2N1S(=O)(=O)c1cccc(C(=O)N2Cc3ccccc3CC2C(N)=O)c1 (stereo not given)
    1.6, 60, 4.6%, 0.1%[50 µM]
34. CCC1(c2ccccc2)NC(=O)N(CC(=O)NC2(C#N)CCCCC2)C1=O (stereo not given)
    -0.4, 60, -3.5%, 0.0%[50 µM]
35. Cc1cc(C)n2nc(SCC(=O)Nc3ccccc3F)nc2n1
    0.6, 53, 1.9%, 0.3%[50 µM]
36. CN(Cc1ccc(F)cc1)C(=O)c1cc(S(=O)(=O)N2CCCCC2)ccc1N1CCOCC1
    -0.6, 49, 2.9%, 0.2%[50 µM]
37. COC(=O)C1=C[C@@H](C(=O)OC)C2C3=C(C(=O)C24CCCCC4)[C@H](C)n2c(=O)n(C)c(=O)n2[C@@H]3C1 (stereo not given in full)
    3.3, 55, 0.5%, 0.1%
38. CCOC(=O)c1sc(NC(=O)C2CC(=O)N(c3ccccc3OC)C2)nc1C (stereo not given)
    0.7, 67, 5.5%, 1.5%[50 µM]
39. COc1cccc(NC(=O)C(C)C)c1
    0.2, 55, 1.4%, 2.3%
40. CC1CCN(C(=O)c2[nH]cnc2C(=O)NCCCCCNC(=O)OC(C)(C)C)CC1
    3.3, 56, 9.1%, -0.1%

Reprinted at random: 4 records from the list.
Value order – NTR1 agonist, NTR1 agonist cell count 20 µM, MgcRacGAP inhibition, UTI89 phage lysis
27. CCN(C(=O)COC(=O)CCC(=O)c1ccccc1)c1c(N)n(Cc2ccccc2)c(=O)[nH]c1=O
    -1.9, 73, 2.3%, 1.0%[50 µM]
29. COc1ccc(C(=O)OCC(=O)c2ccc(F)cc2)cc1OC
    -2.4, 55, 2.9%, 0.1%
22. Cc1ccc(S(=O)(=O)N[C@H](C(=O)OCC(=O)NC(=O)NCc2ccco2)C(C)C)cc1
    -0.2, 48, 3.0%, 4.3%
36. CN(Cc1ccc(F)cc1)C(=O)c1cc(S(=O)(=O)N2CCCCC2)ccc1N1CCOCC1
    -0.6, 49, 2.9%, 0.2%[50 µM]

Compound profiles, as listed above. Order of screens: NTR1 agonist	NTR1 agonist cell count 20 µM	MgcRacGAP inhibition	UTI89 phage lysis
CCN(C(=O)COC(=O)CCC(=O)c1ccccc1)c1c(N)n(Cc2ccccc2)c(=O)[nH]c1=O is entered as -1.9	73	2.3%	1.0%[50 µM]
C=C1C[C@H]2[C@@H]3CCc4cc(OC)ccc4[C@H]3CC[C@]12C is entered as 0.0	71	-1.7%	0.3%

(continued)
Value order – NTR1 agonist, NTR1 agonist cell count 20 µM, MgcRacGAP inhibition, UTI89 phage lysis
41. COc1cccc(-c2c(-c3cc(OC)cc(OC)c3)n(C)c3ccc(Br)cc23)c1
    3.4, 70, 6.5%, 1.1%
42. CCOCCn1c(=O)c2c(nc3n2CCN3c2ccc(CC)cc2)n(C)c1=O
    3.1, 66, 10.3%, -0.2%
43. CCc1cccc(C)c1NC(=O)CN1C(=O)NC(C)(CCC(C)C)C1=O (stereo not given)
    -2.1, 40, -1.6%, 0.7%
44. C=CCOc1ccc(/C=C/C(=O)OCC(=O)NC(C)c2ccc(F)cc2)cc1 (stereo not given)
    2.0, 61, 2.0%, 1.0%[50 µM]
45. COc1ccc(Cl)cc1C(=O)OCC(=O)N1CCCC(C)C1 (stereo not given)
    0.1, 74, 7.0%, -3.2%
46. CC(C)C(NC(=O)CN(c1ccc2c(c1)OCCO2)S(=O)(=O)c1ccccc1)C(C)C
    1.2, 36, -11.7%, -3.0%
47. O=C(CCc1nc2ccccc2c(=O)[nH]1)N1CCN(S(=O)(=O)c2ccccc2Br)CC1
    0.4, 46, 2.8%, 1.0%[50 µM]
48. CC(C)(C)OC(=O)C[C@@H]1C/C=C\C[C@H](CC(=O)N[C@H](CO)Cc2ccccc2)C(=O)N[C@H](C(C)(C)C)COC1=O
    -1.8, 51, 5.3%, -0.3%
49. CC(C)NC(=O)Nc1ccc2c(c1)C(=O)N([C@H](C)CO)C[C@H](C)[C@@H](CN(C)S(=O)(=O)c1cccs1)O2
    -2.0, 72, 4.2%, -0.2%
50. COc1ccc(C2=CC(=O)C[C@H](c3ccc(Cl)cc3)C2)cc1
    8.8, 53, 5.9%, 0.6%
51. COc1ccc(SC[C@H](C)CN2CC[C@H](C(C)(C)C)CCC2=O)cc1
    5.2, 56, 7.4%, 1.3%
52. NC(=O)C1CCN(C(=O)c2cccc(S(=O)(=O)N3CCCC3)c2)CC1
    -0.3, 60, 6.0%, 0.2%[50 µM]
53. CC1CCCN(CC(=O)NNC(=O)COc2ccc(Br)cc2)C1 (stereo not given)
    1.6, 43, 5.8%, 0.2%[50 µM]
54. CCOC(=O)C1CCN(S(=O)(=O)CCNC(=O)c2ccccc2)CC1
    -0.5, 47, 0.5%, 1.3%[50 µM]
55. O=C(NNC(=O)c1ccccc1-n1cccc1)c1ccc(Cl)nc1
    -2.0, 77, -2.8%, 0.6%[50 µM]
56. CCCN(CC(=O)Nc1ccccc1C)C(=O)c1ccc(N2CCCC2)c([N+](=O)[O-])c1
    -0.3, 71, 2.9%, 0.4%[50 µM]
57. Cc1oc(-c2cccs2)nc1CNC[C@H]1O[C@@H](n2cnc3c(N)ncnc32)[C@H](O)[C@@H]1O
    -0.3, 59, 1.6%, -0.1%
58. CC(OC(=O)/C=C/c1ccc2ccccc2n1)C(=O)N(C)c1ccccc1 (stereo not given)
    5.6, 43, 1.9%, 0.8%[50 µM]
59. COc1ccc(S(=O)(=O)N2CCCCC2)cc1NC(=O)CCNC(=O)c1ccco1
    -1.4, 54, 1.5%, 1.3%[50 µM]
60. O=C(c1ccc(-n2cncn2)c([N+](=O)[O-])c1)N1CCN(S(=O)(=O)c2ccc(F)c(F)c2)CC1
    1.1, 65, 7.8%, 0.2%
61. Cc1ccnc(NC(=O)c2cccc(S(=O)(=O)N3CCOCC3)c2)c1
    0.3, 70, 10.5%, 0.3%[50 µM]
62. COC(=O)c1cc(COC(=O)CNC(=O)c2cccc(C)c2)oc1C
    -0.8, 53, 7.0%, 0.5%[50 µM]
63. COc1ccccc1NC(=O)Nc1nc(CC(=O)Nc2ccc(F)cc2)cs1
    2.9, 68, 4.4%, 0.7%[50 µM]
64. Nc1cc(S(=O)(=O)Nc2ccccc2Cl)ccc1N1CCCCC1
    20.1, 61, 22.7%, -0.4%[50 µM]
65. O=C(COc1ccccc1[N+](=O)[O-])N(C1CCCCC1)C1CCS(=O)(=O)C1 (stereo not given)
    1.8, 68, 5.3%, 0.6%[50 µM]
66. COc1cccc(CN(C)C(=O)CN2C(=O)NC3(CCCc4ccccc43)C2=O)c1 (stereo not given)
    1.6, 58, -1.0%, 0.8%[50 µM]
67. O=C(O)c1ccccc1NS(=O)(=O)c1cccc(N=Nc2c(O)[nH]c(=S)[nH]c2=O)c1
    0.5, 66, 12.0%, 0.8%[50 µM]
68. Cc1ccc(NC(=O)c2oc3ccccc3c2COC(C)C)cc1S(=O)(=O)N1CCOCC1
    3.1, 61, 0.5%, -1.9%
69. O=S1(=O)N[C@@H](Cc2ccccc2)COc2cc(Br)ccc21
    1.0, 84, 5.6%, 0.2%
70. COc1ccc(CC(=O)Nc2ccc(S(=O)(=O)N3CCCC3)cc2)cc1OC
    0.4, 87, 1.6%, 1.1%
71. Cc1ccc(S(=O)(=O)Nc2cccc(C(=O)NCc3cccnc3)c2)cc1F
    0.7, 43, 0.8%, 0.4%[50 µM]
72. CC(C)CN(C(=O)c1ccc(S(=O)(=O)N2CCOCC2)cc1)C1CCS(=O)(=O)C1 (stereo not given)
    0.2, 71, 1.3%, 0.8%[50 µM]
73. C[C@H](CO)N1C[C@H](C)[C@@H](CN(C)C(=O)Nc2ccc3c(c2)OCO3)Oc2c(NS(=O)(=O)c3ccc(F)cc3)cccc2C1=O
    -0.2, 46, 6.5%, 0.2%
74. C=CCC[C@@H](Cc1ccc(F)cc1)C(=O)OC[C@@H](NC(=O)[C@H](CC=C)CC(=O)N(CCO)Cc1ccccc1)c1ccccc1
    5.6, 49, -0.7%, -1.4%
75. CCC1(C)NC(=O)N(CC(=O)NCC(=O)Nc2c(C)cc(C)cc2C)C1=O (stereo not given)
    -2.2, 55, 4.1%, 0.1%[50 µM]
